dFosB activator: activators of delta FosB homodimer, primary screen, biochemical, fluorescence polarization, TAMRA-CDK5 oligo, single point | Protein FosB (Mus musculus), P13346 | purified delta FosB; percent of positive-control signal above neutral wells | activation, % at 25 µM | 340,000 tested, 0.99% active;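 active = mean activation above about 17%, with every replicate also reaching it, limit read from the data, passing the limit was not always enough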;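 also: fluorescence polarization rise as delta FosB binds a TAMRA Cdk5 AP-1 oligo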
HTR5A ag: HTR5A agonists in luminescence cell assay, primary screen, counter-screen for OPRM1-OPRD1 heterodimer agonist project, full-deck HTS | 340,000 tested, 0.61% active | AID 504692, 2011 | cell-based | activation, % at 9.3 µM | 5-hydroxytryptamine receptor 5A (Homo sapiens), P47898; in the data active = activation mostly above about 9.5%, no sharp cut-off; inactive = mostly below about 7.6%;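 also: 0% = cells with vehicle only and 100% = reference agonist; strong numbers were not always called active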
MITF TRPM1 HTS: activators of MITF-driven TRPM1 promoter reporter, primary screen, cell-based, SK-MEL-5, luciferase, single point. 300,000 tested, 0.75% active. SK-MEL-5 TRPM1-promoter luciferase, 24 h; % of positive control, neutral wells = 0. activation, % at 12.5 µM;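 active = mean activation of at least 80% with every replicate also reaching 80%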;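 also: 0% = neutral control wells and 100% = parthenolide positive control wells; values of inactives mirror those of a sister screen read the other way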
SR-BI DiI inh: inhibitors of SR-BI mediated HDL lipid uptake, primary screen, ldlA[mSR-BI] cells, fluorescence, single point | Scavenger receptor class B member 1 (Mus musculus), Q61009 | ldlA[mSR-BI] CHO cells, DiI-HDL uptake fluorescence, 3 h | inhibition, % at 12.5 µM | 320,000 tested, 0.96% active;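 active = mean replicate inhibition of at least 70% and a set share of replicates each scoring 70 or more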;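 also: 0% = median of neutral control wells and 100% = median of positive control wells; values of inactives mirror those of a sister screen read the other way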
V-ATPase pH: regulators of yeast V-ATPase proton pumping, primary screen, pHLuorin cytosolic pH fluorescence. S. cerevisiae. response, % at 10 µM. 350,000 tested, 0.37% active. AID 504577, 2011; in the data active = response mostly above about 7.3%, no sharp cut-off; inactive = mostly below about 5.4%; also: actives read high; inactives centre near 0; some compounds called inactive have numbers as strong as hits; reference of the scale not given here
HTR5A inv ctr: HTR5A inverse agonists in luminescence cell assay, primary screen, counter-screen for OPRM1-OPRD1 heterodimer inverse agonist project, full-deck HTS; HTR5A cell line, inverse agonism; inhibition, % at 9.3 µM; 340,000 tested, 0.083% active; AID 504634, 2011; in the data active = inhibition mostly above about 23%, no sharp cut-off; inactive = mostly below about 18%;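 also: 0% = cells with DMSO and 100% = no-cell wells with DMSO; some compounds called inactive have numbers as strong as hits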
NSD2 inh: NSD2 histone methyltransferase inhibitors, primary screen, biochemical, AlphaScreen, single concentration, set 2. NSD2 peptide methylation, 120 min. inhibition, % at 12.5 µM. 310,000 tested, 0.54% active; in the data active = inhibition above about 50%
Target sequence (O96028 whole entry, looked up): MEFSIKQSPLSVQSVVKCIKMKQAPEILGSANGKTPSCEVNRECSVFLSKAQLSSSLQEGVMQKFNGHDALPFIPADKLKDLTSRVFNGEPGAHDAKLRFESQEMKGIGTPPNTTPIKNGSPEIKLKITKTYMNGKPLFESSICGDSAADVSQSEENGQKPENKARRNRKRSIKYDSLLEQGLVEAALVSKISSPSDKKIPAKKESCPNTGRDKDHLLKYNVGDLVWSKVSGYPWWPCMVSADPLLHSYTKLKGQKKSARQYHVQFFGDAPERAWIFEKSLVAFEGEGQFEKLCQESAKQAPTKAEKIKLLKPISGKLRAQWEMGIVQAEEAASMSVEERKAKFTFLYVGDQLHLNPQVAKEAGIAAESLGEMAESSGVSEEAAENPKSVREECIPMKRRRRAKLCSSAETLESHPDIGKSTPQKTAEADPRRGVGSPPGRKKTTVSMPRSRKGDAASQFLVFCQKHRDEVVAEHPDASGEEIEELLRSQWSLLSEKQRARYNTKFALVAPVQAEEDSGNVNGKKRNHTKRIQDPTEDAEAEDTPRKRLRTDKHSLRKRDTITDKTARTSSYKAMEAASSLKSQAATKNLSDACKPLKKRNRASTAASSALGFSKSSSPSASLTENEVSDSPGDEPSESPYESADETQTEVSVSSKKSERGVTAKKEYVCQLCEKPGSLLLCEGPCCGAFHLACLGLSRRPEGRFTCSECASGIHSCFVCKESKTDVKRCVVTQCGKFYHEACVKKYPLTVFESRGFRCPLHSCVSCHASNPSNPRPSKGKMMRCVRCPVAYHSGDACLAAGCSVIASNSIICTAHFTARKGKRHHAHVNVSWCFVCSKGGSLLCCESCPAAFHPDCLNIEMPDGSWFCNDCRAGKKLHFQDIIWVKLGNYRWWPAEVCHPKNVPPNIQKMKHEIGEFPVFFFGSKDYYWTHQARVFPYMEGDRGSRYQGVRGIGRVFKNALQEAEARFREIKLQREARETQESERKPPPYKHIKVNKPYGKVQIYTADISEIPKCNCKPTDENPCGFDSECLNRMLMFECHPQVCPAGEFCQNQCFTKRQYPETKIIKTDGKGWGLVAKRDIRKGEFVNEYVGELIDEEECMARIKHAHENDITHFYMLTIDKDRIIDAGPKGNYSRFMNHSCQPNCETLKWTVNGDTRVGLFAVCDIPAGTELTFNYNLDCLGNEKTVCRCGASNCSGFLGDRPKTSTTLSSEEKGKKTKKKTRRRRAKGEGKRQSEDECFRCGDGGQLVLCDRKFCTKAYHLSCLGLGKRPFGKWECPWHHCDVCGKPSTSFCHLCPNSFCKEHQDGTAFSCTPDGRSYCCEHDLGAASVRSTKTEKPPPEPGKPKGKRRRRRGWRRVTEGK
CDK5 p35 inh: inhibitors of human CDK5/p35 kinase, primary screen, biochemical, single concentration; Cyclin-dependent kinase 5 (Homo sapiens) + Cyclin-dependent kinase 5 activator 1 (Homo …; Recombinant CDK5/p35, ADP-Glo luminescence, 60 min; inhibition, % at 10 µM; 330,000 tested, 0.01% active;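 active = highest replicate inhibition of at least 50% and at least 75% of replicates reaching 50%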;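 also: plate controls were DMSO neutral control for no effect and GW8510 at 10 µM for full effect; many of its hits are not listed in these tables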
PvdQ inh: P. aeruginosa PvdQ acylase inhibitors, primary screen, biochemical, fluorescence, plate reader and imaging, single point. 340,000 tested, 0.063% active. inhibition, % at 10 µM. purified PvdQ acylase. PvdQ acylase [Pseudomonas aeruginosa LESB58]; in the data active = inhibition above about 30%, passing the limit was not always enough;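 also: 0% = vehicle neutral wells and 100% = reference inhibitor wells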
Wnt bcat act: Wnt/beta-catenin pathway activators, primary screen, cell-based, plate reader, single point; Wnt/beta-catenin reporter cell assay, activator; 300,000 tested, 1.2% active; activation, % at 9.35 µM; in the data active = activation above about 30%, passing the limit was not always enough;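 also: 0% = neutral control wells and 100% = positive control wells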
* hit, by the source's call; / = not tested or not shown.

Each structure is followed by: dFosB activator	HTR5A ag	MITF TRPM1 HTS	SR-BI DiI inh	V-ATPase pH	HTR5A inv ctr	NSD2 inh	CDK5 p35 inh	PvdQ inh	Wnt bcat act
COCCn1c(SCC(=O)Nc2cc(OC)ccc2OC)nc2c(c1=O)SC(C)C2 (stereo not drawn)
    -7	2	15	24	-1	-5	0	-1.0	-11	0
CC(C)Cn1c(N)c(C(=O)COC(=O)c2ccc(Cl)cc2)c(=O)n(C)c1=O
    -16	-3	-15	46	-4	-12	-1	-0.8	-14	-1
CCOC(=O)c1ccc(NC(=O)c2nc[nH]c2C(=O)NCCNC(=O)c2[nH]cnc2C(=O)Nc2ccc(C(=O)OCC)cc2)cc1
    -2	-5	-100	-15	-4	-11	/	1.3	-9	-5
OC(CNCCc1ccc(C(F)(F)F)cc1)COc1cccc2ccccc12 (stereo not drawn)
    -14	5	-7	14	2	-13	1	0.2	4	-5
Cc1ccc(/C=C/C(=O)O)cc1S(=O)(=O)N1CCCCC1
    -4	-1	-9	-4	1	3	-8	1.5	8	2
Cc1cccc(C)c1N1C(=O)C(Cl)=C(N2CCCC2)C1=O
    6	-3	-5	14	1	24	-19	2.1	-2	0
O=C(c1ccc(CS(=O)c2cccc(Cl)c2)o1)N1CCN(c2ccccn2)CC1 (stereo not drawn)
    4	2	-1	15	-4	-14	-3	/	-10	0
COc1ccc2c(c1)sc(=N)n2CC(=O)Nc1cc(C)cc(C)c1
    2	-4	-5	-15	-7	10	2	3.1	-3	0
Cc1c(Cl)c(-c2n[nH]c(=S)n2-c2ccccc2)nn1C
    6	-1	8	-17	-2	6	-1	0.9	-21	-4
Cc1cc(C)nc(NC(=NCCc2c[nH]c3ccccc23)NC(=O)Nc2cccc([N+](=O)[O-])c2)n1
    5	2	-6	14	3	-4	11	2.1	-15	-4

Structural class: the entries above containing sulfur.
Each structure is followed by: dFosB activator	HTR5A ag	MITF TRPM1 HTS	SR-BI DiI inh	V-ATPase pH	HTR5A inv ctr	NSD2 inh	CDK5 p35 inh	PvdQ inh	Wnt bcat act
COCCn1c(SCC(=O)Nc2cc(OC)ccc2OC)nc2c(c1=O)SC(C)C2 (stereo not drawn)
    -7	2	15	24	-1	-5	0	-1.0	-11	0
Cc1ccc(/C=C/C(=O)O)cc1S(=O)(=O)N1CCCCC1
    -4	-1	-9	-4	1	3	-8	1.5	8	2
O=C(c1ccc(CS(=O)c2cccc(Cl)c2)o1)N1CCN(c2ccccn2)CC1 (stereo not drawn)
    4	2	-1	15	-4	-14	-3	/	-10	0
COc1ccc2c(c1)sc(=N)n2CC(=O)Nc1cc(C)cc(C)c1
    2	-4	-5	-15	-7	10	2	3.1	-3	0
Cc1c(Cl)c(-c2n[nH]c(=S)n2-c2ccccc2)nn1C
    6	-1	8	-17	-2	6	-1	0.9	-21	-4

Continuation:
Each structure is followed by: dFosB activator	HTR5A ag	MITF TRPM1 HTS	SR-BI DiI inh	V-ATPase pH	HTR5A inv ctr	NSD2 inh	CDK5 p35 inh	PvdQ inh	Wnt bcat act
COc1ccc(Cl)cc1NC(=O)CN(C)C(=O)c1ccc(N2CCCCC2)c([N+](=O)[O-])c1
    -10	0	-15	41	0	17	5	-1.1	-5	0
Cc1cc2ncn(CS(C)(=O)=O)c2cc1C
    6	1	-6	-9	-1	-2	-5	0.0	-4	1
COc1ccc(S(=O)(=O)Nc2ccc(-c3ccc4nncn4n3)cc2)c(OC)c1
    -3	6	-8	4	0	0	1	0.1	-7	1
CCN(CC)c1ccc(NC(=O)COC(=O)CSc2ccc(Br)cc2C)cc1
    -10	2	3	-34	-6	-7	1	0.3	11	7
CCOC(=O)c1ccc(NC(=O)NCc2ccccc2OC)cc1
    -7	-2	11	40	0	4	-3	-2.8	-5	-2
COc1ccccc1C(=O)NC(CCSC)C(=O)NNC(=O)c1ccccc1C (stereo not drawn)
    -5	3	0	-7	-8	9	0	1.2	3	6
COc1ccc(Cl)cc1Nc1nc(-c2cccnc2)cs1
    -12	-2	/	22	0	9	0	1.8	-8	-1
C/C(=N/NC(=O)c1ccc(Cl)s1)c1cccnc1
    -11	4	27	-17	1	6	1	-0.4	-12	6
COc1ccccc1NC(=O)Cn1c(=O)n(CCc2c[nH]c3ccccc23)c(=O)c2cccnc21
    -9	6	10	32	-4	-16	/	1.1	-11	-2
CNC(=O)c1c(NC(=O)C2=COCCO2)sc2c1CCN(C(=O)OC)C2
    3	2	-9	35	0	-27	2	0.1	-7	-3

(next part)
Each structure is followed by: dFosB activator	HTR5A ag	MITF TRPM1 HTS	SR-BI DiI inh	V-ATPase pH	HTR5A inv ctr	NSD2 inh	CDK5 p35 inh	PvdQ inh	Wnt bcat act
CSc1nnc(N2C(=O)C(O)=C(C(=O)c3ccco3)C2c2cccc(Cl)c2)s1 (stereo not drawn)
    -6	4	-4	-20	0	-15	4	-1.3	-13	0
Cc1nc(N2CCOCC2)nc(N2CCN(c3ccccc3)CC2)c1[N+](=O)[O-]
    4	5	/	78*	0	-14	-1	-0.6	-9	-1
Cc1ccc(-c2ccc3nnc(SCC(N)=O)n3n2)cc1
    -24	11	3	/	-4	1	1	1.6	-14	-1
COc1cc(-c2nnc(-c3cccs3)o2)cc(OC)c1OC
    -16	4	0	42	3	6	0	0.7	-14	/
O=C(Cc1ccc(F)cc1)Nc1ccc(F)c([N+](=O)[O-])c1
    -5	1	-12	5	-1	3	2	-0.6	-13	-7
Cc1ccc(NC(=O)[C@@H]2CCCN2S(=O)(=O)c2ccccc2F)cc1
    2	6	10	-17	2	1	-11	2.2	4	3
CCOC(=O)C1=C(C)NC(=O)NC1/C=C/c1ccccc1OC (stereo not drawn)
    6	1	1	36	-2	-4	7	2.4	6	-3
C=CCn1c(SCC(=O)Nc2ccc3c(c2)OCCO3)nnc1-c1ccco1
    -3	-2	17	-17	2	23	13	1.1	-1	-1
CC(/C=C/c1ccc(OCc2ccccc2)cc1)=N\O
    3	2	53	16	2	-6	-1	1.1	-7	26
COc1cccc(C(=O)NC23CC4CC(CC(C4)C2)C3)c1
    -6	-3	17	7	0	11	-7	-1.8	-11	3

Only CDK5 p35 inh, for 2 of the compounds above:
SMILES,CDK5 p35 inh
O=C(Cc1ccc(F)cc1)Nc1ccc(F)c([N+](=O)[O-])c1,-0.6
Cc1ccc(NC(=O)[C@@H]2CCCN2S(=O)(=O)c2ccccc2F)cc1,2.2

(list continues)
Each structure is followed by: dFosB activator	HTR5A ag	MITF TRPM1 HTS	SR-BI DiI inh	V-ATPase pH	HTR5A inv ctr	NSD2 inh	CDK5 p35 inh	PvdQ inh	Wnt bcat act
CC(C)C[C@H]1CN=C(Nc2ccccc2)N1CCC(C)c1ccccc1 (stereo partly drawn)
    -7	8	10	-27	-1	-21	/	0.4	-12	-3
C/C(Cc1ccccc1)=N\NC(=O)C1CCCCC1
    4	1	-12	-9	1	11	-3	0.6	-10	1
CN(CCOc1cccc(C(F)(F)F)c1)Cc1ccccc1
    -10	-1	0	-14	3	2	4	-1.5	-7	-1
CC(c1ccccc1)C1CC(=O)N(CC(=O)O)C1=O (stereo not drawn)
    -8	-2	3	-23	-3	4	27	-3.1	0	-1
COc1cc(CC(=O)N(C)CC(=O)Nc2cc(C)ccc2C)cc(OC)c1OC
    1	-3	-1	-2	1	-5	29	0.6	-16	2
COc1cc(C(=O)Nc2cc(C(F)(F)F)ccc2-n2cncn2)cc(OC)c1OC
    -14	-4	5	53	2	11	-5	1.0	-8	/
c1ccc(CNc2ccc(N3CCOCC3)cc2)cc1
    -5	4	43	-10	-1	10	/	1.5	-16	11
CC(C)Cc1nnc(NC(=O)CCC(=O)Nc2ccccc2)s1
    -2	-5	-4	-9	3	-5	3	0.9	-14	-1
COc1cc(C2C(C#N)=C(N)N(N(C)C)C3=C2C(=O)CCC3)ccc1O (stereo not drawn)
    -7	0	4	-5	-1	0	-1	1.2	7	1
CCC(Sc1ccc2nnc(CCNS(=O)(=O)c3ccc(OC)cc3)n2n1)C(=O)OC (stereo not drawn)
    -11	4	-6	-24	-3	-36	1	-2.9	-12	-1

Next records
Each structure is followed by: dFosB activator	HTR5A ag	MITF TRPM1 HTS	SR-BI DiI inh	V-ATPase pH	HTR5A inv ctr	NSD2 inh	CDK5 p35 inh	PvdQ inh	Wnt bcat act
CCOC(=O)Cn1cc([N+](=O)[O-])c(OC)n1
    -2	6	-2	2	-1	14	-1	-0.6	-15	/
O=S(=O)(Nc1ccc(N2CCCCC2)cc1)c1ccccc1
    -6	1	13	9	0	-3	39	0.6	-8	/
COCCCn1c(-c2cccc(Cl)c2)nc2c1c(=O)[nH]c(=O)n2Cc1ccccc1
    -10	-3	-12	-4	0	-21	-3	-0.6	-19	-4
N#Cc1cc2ccccc2nc1SCC(=O)NC1CC1
    15	-5	21	7	7	12	-5	-0.8	-9	-1
O=C(CSc1nnc2c3ccccc3c3ccccc3c2n1)Nc1ccccc1F
    -11	6	-23	-11	-2	-36	3	-0.2	6	/
O=C(Cn1c(=O)cnc2ccccc21)Nc1ccccc1N1CCOCC1
    -6	-1	-4	-14	4	2	-3	0.0	7	-2
Cc1cccn2c1nc(=S)n2C(=O)c1ccco1
    2	-3	61	-7	3	11	-2	-6.7	-6	72*
Cc1cc(F)ccc1S(=O)(=O)Nc1ncnc2scc(-c3ccc(F)cc3)c12
    -6	-1	-19	-5	-3	19	24	-1.0	-1	-2
O=C(OCC(=O)N(C1CCCCC1)C1CCCCC1)c1ccco1
    -2	2	-13	-4	3	-13	-1	-0.2	-15	/
Cc1cc(C)cc(OCc2nc(-c3cccnc3)no2)c1
    -3	0	23	25	-2	0	-4	-1.6	-13	-1

3 entries picked at random from the list so far, as already listed:
Each structure is followed by: dFosB activator	HTR5A ag	MITF TRPM1 HTS	SR-BI DiI inh	V-ATPase pH	HTR5A inv ctr	NSD2 inh	CDK5 p35 inh	PvdQ inh	Wnt bcat act
Cc1cc(C)cc(OCc2nc(-c3cccnc3)no2)c1
    -3	0	23	25	-2	0	-4	-1.6	-13	-1
COCCCn1c(-c2cccc(Cl)c2)nc2c1c(=O)[nH]c(=O)n2Cc1ccccc1
    -10	-3	-12	-4	0	-21	-3	-0.6	-19	-4
O=S(=O)(Nc1ccc(N2CCCCC2)cc1)c1ccccc1
    -6	1	13	9	0	-3	39	0.6	-8	/

Further compounds follow.
Each structure is followed by: dFosB activator	HTR5A ag	MITF TRPM1 HTS	SR-BI DiI inh	V-ATPase pH	HTR5A inv ctr	NSD2 inh	CDK5 p35 inh	PvdQ inh	Wnt bcat act
CC(C)NC(=O)NC(=O)CSc1ccccc1F
    -7	-6	-1	-12	3	15	-4	0.1	-12	5
CCOc1ccc(C(C(=O)NCC2CCCO2)N(Cc2ccccc2)C(=O)c2snc(C(N)=O)c2N)cc1 (stereo not drawn)
    -31	6	3	-12	-5	-17	/	2.2	-12	-2
CCc1ccc(CC2S/C(=C(\C#N)C(C)=O)NC2=O)cc1 (stereo not drawn)
    -5	-1	5	-6	0	6	-3	0.8	10	/
CCN1CCN(C(=O)c2ccc(CS(=O)(=O)Cc3ccccc3C)o2)CC1
    -3	2	-8	-23	1	-7	9	-0.1	1	0
